# hK5 inh = inhibitors of human kallikrein 5; 210,000 tested, 0.59% active; inhibition, % at 5 µM; recombinant hK5, fluorogenic AMC substrate cleavage; Q9Y337;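 active means inhibition of 40% or more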;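 further: 0% = enzyme controls without compound and 100% = no-enzyme blanks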
# p97 inhibitor = inhibitors of human p97 ATPase; 220,000 tested, 0.42% active; AID 1481; recombinant p97 ATPase, Kinase-Glo ATP luminescence, 3 h; inhibition, % at 8 µM; P55072; in the data active means inhibition above about 15%;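 further: 0% = DMSO vehicle and 100% = wells lacking enzyme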
# 14-3-3 Bad inh = disrupts binding of bovine 14-3-3 zeta to phospho-Bad peptide; TR-FRET 14-3-3zeta/Dy647-pBad peptide displacement, 1 h; P63103; 220,000 tested, 0.71% active; inhibition, % at 21.7 µM; AID 781;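 active means inhibition above about 70%, limit read from the data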;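 further: 0% = full 14-3-3 plus peptide FRET controls and 100% = background without 14-3-3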
# Wee1 degr inh = inhibitors of human Wee1 degradation; AID 1321; reporter increase, % at 5 µM; HeLa Luc-Wee1K328M stability, luciferase luminescence; 100% = proteasome inhibitor MG132 effect; P30291; 220,000 tested, 1.2% active;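 active means activation above the mean of all tested compounds plus 3 SD, set per screening run, cut at about 8.8% in these data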;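 further: cells exposed to compound for 20 h before luminescence read; 0% = DMSO alone and 100% = MG132 at 30 µM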
# eIF4E-4G inh = inhibitors of eIF4E and eIF4G interaction in translation initiation. P63073+Q04637. TR-FRET eIF4E-eIF4GI(517-606) binding, 2 h. inhibition, % at 21.7 µM. 220,000 tested, 0.37% active;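 active means inhibition above about 30%, limit read from the data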;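 further: 0% = full FRET control wells and 100% = background wells lacking eIF4GI fragment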
# FXIa inh 1536 = blocks human coagulation factor XIa protease activity. P03951. purified FXIa, Boc-Glu-Ala-Arg-AMC fluorogenic substrate. inhibition, % at 5 µM. 220,000 tested, 0.14% active. AID 798;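 active means inhibition of at least 40%; inactive means inhibition below 40%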;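 further: fluorescence of freed AMC excited at 355 nm; 0% = enzyme without compound and 100% = no enzyme blank; many of its hits are not listed in these tables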
# FXIIa inh = blocks human coagulation factor XIIa protease activity | P00748 | purified FXIIa, Boc-QGR-AMC fluorogenic substrate, 2 h | inhibition, % at 5 µM | 220,000 tested, 0.3% active | AID 800; in the data active means inhibition above about 40%;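 further: 0% = enzyme with no compound and 100% = blank without enzyme; many of its hits are not listed in these tables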
# Target sequence (P00748 20-372 limits assumed): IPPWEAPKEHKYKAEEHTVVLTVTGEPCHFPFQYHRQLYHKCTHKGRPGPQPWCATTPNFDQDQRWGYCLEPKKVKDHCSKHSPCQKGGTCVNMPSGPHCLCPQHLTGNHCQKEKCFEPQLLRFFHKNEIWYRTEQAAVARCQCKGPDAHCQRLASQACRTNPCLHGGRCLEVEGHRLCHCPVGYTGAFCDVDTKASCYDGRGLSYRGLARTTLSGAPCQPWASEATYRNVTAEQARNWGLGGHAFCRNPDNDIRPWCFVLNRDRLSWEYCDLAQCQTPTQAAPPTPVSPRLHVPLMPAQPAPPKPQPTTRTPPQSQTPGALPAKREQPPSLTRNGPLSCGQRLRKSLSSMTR
# Target sequence (P00748 373-615 limits assumed): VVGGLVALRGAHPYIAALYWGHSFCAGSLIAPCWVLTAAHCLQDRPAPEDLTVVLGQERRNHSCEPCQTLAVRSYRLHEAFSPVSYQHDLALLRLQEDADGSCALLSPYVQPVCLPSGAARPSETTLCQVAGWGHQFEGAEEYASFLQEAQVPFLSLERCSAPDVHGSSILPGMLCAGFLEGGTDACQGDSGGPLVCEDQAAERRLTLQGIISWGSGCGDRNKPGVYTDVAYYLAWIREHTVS
# MDM2 E3 inh = inhibitors of human Mdm2 E3 ubiquitin ligase; cell-based MDM2 ubiquitination luciferase reporter, 2 h; 0 = plate control, 100 = twice control, blank-subtracted; signal enhancement, % at 5 µM; 210,000 tested, 0.11% active; Q00987;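 active means signal enhancement of 30% or more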;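 further: luminescence tracks abundance of the self-degrading MDM2-luciferase fusion protein; higher signal means inhibition of MDM2 E3 ligase activity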
#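 Buffer or medium: Cells held in DMEM | Assay system: Stable mammalian line carrying autodegrading MDM2–luciferase fusion reporter | Quantity: 2000 cells/well | Times: 4 h settle plus 2 h compound, 37 °C | Doses: One concentration, 5 µM, with 0.2% DMSO | Technique: Luminescence with SteadyLite reagent, 15 min at room temperature | Benchmarks: Plate controls and plate blanks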
# Rad51 HR inh = blocks human Rad51 in homologous recombination. inhibition, % at 10 µM. hRad51 DNA strand exchange, fluorescence dequenching. 200,000 tested, 0.085% active. Q06609;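 active means inhibition above 40% at the single screening dose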;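 further: 0% = DMSO control wells and 100% = blanks with heterologous ssDNA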
# Target sequence (Q06609 whole entry, looked up): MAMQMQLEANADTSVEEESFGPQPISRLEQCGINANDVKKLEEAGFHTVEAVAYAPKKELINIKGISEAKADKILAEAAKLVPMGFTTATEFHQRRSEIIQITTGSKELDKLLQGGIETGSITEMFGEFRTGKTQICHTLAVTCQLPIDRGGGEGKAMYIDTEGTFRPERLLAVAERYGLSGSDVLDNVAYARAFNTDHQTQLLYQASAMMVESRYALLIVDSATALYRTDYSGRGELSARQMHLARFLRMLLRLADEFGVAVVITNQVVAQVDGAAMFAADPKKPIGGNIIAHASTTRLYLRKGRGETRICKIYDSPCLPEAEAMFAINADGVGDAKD
#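 Assay system: Human Rad51 nucleoprotein filaments preassembled on unlabelled ssDNA | Reagent: Donor/quencher-labelled 47-bp dsDNA substrate | Doses: One concentration, 10 µM final | Times: 37 °C 15-min filament assembly, 30-min compound preincubation, 15-min exchange | Technique: Fluorescein emission 520 nm, excitation 485 nm | Benchmarks: Plate control and blank wells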
# Starred values were filed as active, the others as inactive; / = no result given; [ ] = remark or other dose. Outcome played no part in choosing rows. About 3.5% of those tested had a hit in this group.
SMILES,hK5 inh,p97 inhibitor,14-3-3 Bad inh,Wee1 degr inh,eIF4E-4G inh,FXIa inh 1536,FXIIa inh,MDM2 E3 inh,Rad51 HR inh
CCOc1ccccc1NC(=O)C1CC2CCCC(C1)C2=O (configuration not stated),4,3,0[fluorescence artefact?],-1,2[fluorescence artefact?],4,7,29,10
CCC(C)Nc1nc(N)c([N+](=O)[O-])c(Nc2cc(OC)ccc2OC)n1 (configuration not stated),2,4,3,-2,3,-1,7,-7,/
c1ccc(CCC2=NCCn3cccc32)cc1,-14,-7,2,-1,-8,1,19,1,4
O=C(Cn1c(=O)c2c(ncn2Cc2ccccc2)n(Cc2ccccc2)c1=O)NC1CC1,-8,3,10,0,0,18,27,-16,1
O=C(NN1C(=O)C2C(c3ccccc3)C=CC(c3ccccc3)C2C1=O)c1ccncc1 (configuration not stated),/,-2,-4,-1,-1,-3,6,-11,13
NC(=O)C[n+]1cccc(CNC(=O)c2ccc(OC(F)F)cc2)c1,-2,9,-3,0,0,2,3,-7,-5
CC(=O)OCCNc1cc(SC(C)C)c2nonc2c1[N+](=O)[O-],-7,4,-6,2,-4,1,-4,-7,1
O=C(O)COc1ccc(/C=N/O)cc1Br,2,-5,9,-1,-2,4,7,5,-3
S=C1NC2=C(CCC/C2=C\c2ccc(Cl)cc2)C(c2ccc(Cl)cc2)N1 (configuration not stated),-2,18*,-5,-2,4,3,8,-11,13
COc1ccccc1CC(=O)Nc1ccc2c(c1)CCC2,1,-1,3,3,1[fluorescence artefact?],2,15,0,9
COc1ccc(/C(N)=N/OC(=O)Cc2ccc(C)cc2)cc1OC,-15,-3,0,0,2,6,3,-7,3
COCn1c(-c2ccccc2)nc2ccccc21,-5,2,-12,1,10[fluorescence artefact?],-5,-2,-35,3
COC(=O)c1cccnc1-n1c(=O)c2cccnc2n(CC(=O)Nc2ccc(Br)cc2)c1=O,-3,2,-7,-2,-4,-5,9,-2,-2
CN(C)C(=O)c1nc2ccccc2s1,-16,1,1,2,5,6,9,-1,/
CCO/N=C/c1ccc(OC)c(Oc2nc(OC)cc(OC)n2)c1,7,0,-8,-3,3,3,5,-11,1
CCN(CC)Cc1c(C(=O)N2CCc3ccccc3C2)nc2ccc(Cl)cn12,1,1,-1,6,-2,-1,6,-2,-5
CCOC(=O)c1cnc(SCC(=O)Nc2ccc3c(c2)OCCO3)nc1N,-10,-4,6,-2,-2[fluorescence artefact?],1,1,1,2
CCC(C)(C)NC(=S)Nc1ccc(-c2nc3ccc(C)cc3s2)cc1,-18,4,-5[fluorescence artefact?],0,7[fluorescence artefact?],1,3,-4,-7
Cc1ncsc1C(=O)N1CCCC(CNS(=O)(=O)c2cccs2)C1 (configuration not stated),-2,0,-8,2,2,-6,4,-10,-18
CC1CCCN(c2ccc3nc4ccccc4c(=O)n3n2)C1 (configuration not stated),2,-12,2,-3,-1,-3,11,-64,-6
COc1ccc(OC)c(CNn2c(-c3cccc(C)c3)nc3ccccc3c2=O)c1,-10,-1,-8,0,14,-2,7,/,0
O=C(CN(C(=O)Cn1nnc(-c2ccc(F)cc2)n1)C1CCCC1)NC1CCCC1,3,-2,10[fluorescence artefact?],0,4[fluorescence artefact?],-1,7,0,2
N#CCCN(Cc1cccnc1)C(=S)NC1CC2C=CC1C2 (configuration not stated),-6,6,-9,-1,0,-4,2,-10,4
CCOCc1cnc(C)nc1NCC(=O)c1c(C)n(C)c2ccc(OC)cc12,-18,2,43[fluorescence artefact?],-3,3[fluorescence artefact?],1,16,-29,-3
CCn1c2ccc(/C(C)=N\O)cc2c2cc(/C(C)=N\O)ccc21,-8,2,6,-1,-3,5,17,-8,-6
O=C(Cc1ccc(F)cc1)c1ccc(O)cc1O,-8,1,-4,0,0,6,19,-5,-4
CN(C)C(/C=C/Nc1ccc(O)cc1)=C(C#N)C#N,3,11,-9,7,-2,4,8,-8,5
O=c1c2cccnc2[nH]c(=S)n1CCCN1CCN(c2ccc(F)cc2)CC1,-13,4,-15,-1,-3,-18,-13,-6,-2
CCN(CC(=O)NC(C)(C)C)C(=O)C(c1ccccc1)c1ccccc1,1,-4,1,7,3,-2,/,-8,6
CC(C)C(CCNC(=O)CN1C(=O)c2ccccc2C1=O)c1ccco1 (configuration not stated),5,-1,-7,1,-4,6,5,-5,-5

# Quoted from the listing:
# Result for CCN(CC(=O)NC(C)(C)C)C(=O)C(c1ccccc1)c1ccccc1 in FXIa inh 1536: -2
# Result for O=c1c2cccnc2[nH]c(=S)n1CCCN1CCN(c2ccc(F)cc2)CC1 in MDM2 E3 inh: -6
# Result for N#CCCN(Cc1cccnc1)C(=S)NC1CC2C=CC1C2 (configuration not stated) in FXIIa inh: 2

# Carrying on.
SMILES,hK5 inh,p97 inhibitor,14-3-3 Bad inh,Wee1 degr inh,eIF4E-4G inh,FXIa inh 1536,FXIIa inh,MDM2 E3 inh,Rad51 HR inh
COC(=O)/C(=C1/Oc2ccc(C)cc2S1)C(F)(F)F,-9,-2,-6,-4,12,0,-2,12,6
CN1CCN(c2oc(Cc3cccc4ccccc34)nc2C#N)CC1,1,2,-3,13*,-3,2,6,-12,/
CC(C)(C)OC(=O)N1CCN(c2ccc(NC(=O)Cn3nnc(-c4ccccc4)n3)cc2)CC1,-28,-6,30,-2,1,1,7,-9,-7
Cc1ccc(-c2csc3nc(C)n(-n4c(C)ccc4C)c(=O)c23)o1,1,3,3,3,0,7,3,-9,-5
COc1cccc(CNC(=O)c2nnn(CC(=O)Nc3ccc(C)c(C)c3)c2N)c1,-7,/,-1[fluorescence artefact?],/,-1,10,16,0,1
O=C(NCc1ccc(Cl)cc1)C1CCN(S(=O)(=O)c2ccc(F)cc2)CC1,-1,4,-11,0,3,-4,5,-4,1
N#Cc1ccccc1NC(=O)Nc1cccs1,-8,5,1,1,5[fluorescence artefact?],5,15,-13,8
CCCCCc1cc(=O)oc2c(C(CCN3CCCC(C)C3)c3ccc4c(c3)OCO4)c(OC)cc(OC)c12 (configuration not stated),2,/,8,/,4,3,5,-15,-2
O=C(Nc1ccon1)c1cc2c(s1)CCCC2,-5,-7,-2,1,-1,1,9,-37,-2
CCn1ncc(/C=N/NC(=O)c2ccc3c(c2)OCO3)c1C,5,1,-1,-3,1,-7,0,-13,-2

# Overlap with the part before: three compounds; new compounds follow.
SMILES,hK5 inh,p97 inhibitor,14-3-3 Bad inh,Wee1 degr inh,eIF4E-4G inh,FXIa inh 1536,FXIIa inh,MDM2 E3 inh,Rad51 HR inh
CCCCCc1cc(=O)oc2c(C(CCN3CCCC(C)C3)c3ccc4c(c3)OCO4)c(OC)cc(OC)c12 (configuration not stated),2,/,8,/,4,3,5,-15,-2
O=C(Nc1ccon1)c1cc2c(s1)CCCC2,-5,-7,-2,1,-1,1,9,-37,-2
CCn1ncc(/C=N/NC(=O)c2ccc3c(c2)OCO3)c1C,5,1,-1,-3,1,-7,0,-13,-2
CC1=NN(c2ccc(Cl)cc2)C(=O)C1,0,14,-6,5,-1,1,8,-19,11
CCS(=O)(=O)N1CCN(c2cccc(C)c2C)CC1,4,-1,2,-2,2,5,5,12,2
Cc1cccc(NC(=O)Nc2ccc(C)cc2Br)c1,0,-1,1,2,2,3,-2,-8,3
Nc1nc(SCc2ccccc2Cl)n[nH]1,-12,6,13,-1,-2,4,13,-9,13
CCCn1c(N)cc(=O)n(C)c1=O,-5,-1,-6,-2,0,-6,5,0,/
O=C(/C=C(\c1ccc(Cl)cc1)n1cncn1)c1ccc(Cl)cc1,0,1,-6,0,4[fluorescence artefact?],0,13,4,-6
COCCN(C(=O)c1ccco1)C(C(=O)NC1CCCC1)c1cccs1 (configuration not stated),-4,1,2[fluorescence artefact?],-1,-2,-1,3,/,0
CCSc1nc2n(n1)C(c1cccc(F)c1)C1=C(CCCC1=O)N2 (configuration not stated),1,-1,-4,0,2,3,3,-11,-6
C[C@H]1COC2=C1C(=O)C(=O)c1c2ccc2c1CCCC2(C)C,2,6,19,2,6,10,9,4,-7
COc1cc(OC)cc(C(=O)N[C@H](C(=O)OCC(=O)Nc2sccc2C#N)C(C)C)c1,-5,-5,-4,-1,6,6,5,-29,-40
CCn1c(SCC(=O)NCCc2ccccc2)nnc1C(C)C,-2,7,-4,3,-2,7,6,15,4
COc1cscc1C(=O)O,27,-4,3,0,-1,-10,3,-11,-2
CC1CC(=O)N(CC(=O)NCc2ccc3c(c2)OCO3)c2ccccc2S1 (configuration not stated),-3,4,-3,-3,10,3,18,-8,/
CC1=C(C#N)C(Nc2cc(C)ccn2)(C(F)(F)F)C(=O)N1 (configuration not stated),-6,4,-9,0,-7,-2,15,-8,-6
CCOC(=O)CNc1c(-c2ccccc2)nc2ccc(Cl)cn12,-1,-2,-3,1,-6,2,8,/,2
Cc1ccc2nc(SC(C)C(=O)NC3CCCc4ccccc43)[nH]c2c1 (configuration not stated),-3,-2,-5[fluorescence artefact?],-2,4,0,7,-11,-1
COc1ccc(NC(=O)C23CC4CC(C2)CC(n2cnc(Br)n2)(C4)C3)cc1OC,-3,4,-8[fluorescence artefact?],0,4[fluorescence artefact?],-5,10,-30,5
CC(C)CN1C(=O)NC(NC(=O)c2cccs2)(C(F)(F)F)C1=O (configuration not stated),5,0,7,-3,-6[fluorescence artefact?],1,7,-6,-1
CSCCC(N=Cc1c(O)n(-c2ccc(F)cc2)c(=O)[nH]c1=O)C(=O)O (configuration not stated),-4,-4,-6,-2,-2,2,15,-16,7
O=Cc1ccc(O)c(O)c1,-2,4,-9,0,-4,7,10,/,4
O=C(NNC(=O)C1CCN(S(=O)(=O)c2cccc(Cl)c2)CC1)C1CC1,2,4,-2,1,2,2,7,-7,3
C/C(=N\NC(=O)CC#N)c1cc2ccc(O)cc2oc1=O,-15,-3,-1,4,3,-8,-2,-4,-253
Cn1c(=O)c2c(nc(SCC(=O)N3CCc4ccccc4C3)n2C)n(C)c1=O,-8,3,2,1,0,-6,2,-9,-6
CCOc1ccc(Cc2onc3c2C(=O)CCC3)cc1OCC,-2,-1,0,-1,-3,-8,8,-5,5
Cc1cccc(Nc2nnc(SCc3cn4ccsc4n3)s2)c1,3,-7,11,-1,-4,-1,6,-10,/
CCN1CCN(Cc2c(O)ccc3c(=O)c(-c4ccc(OC)c(OC)c4)c(C)oc23)CC1,-25,-9,/,-3,/,-4,-5,-23,-16
CSc1ncc(CN2CCN(C3CCN(C(C)C)CC3)C(CCO)C2)cn1 (configuration not stated),2,4,-5,-1,1,-1,7,21,-2
Cc1cc(Oc2nnnn2-c2ccccc2)ccc1Cl,-6,2,5,-1,3,-3,10,4,-2
N#CCC(CNc1ncc(C(F)(F)F)cc1Cl)OC(=O)c1cccc(C(F)(F)F)c1 (configuration not stated),-6,-8,/,-2,/,16,30,-29,-2
O=C(Cn1cncn1)NCc1cccc(C(F)(F)F)c1,-8,5,-15,3,1,-5,4,0,6
Cc1ccc(S(=O)(=O)/C(C#N)=C/c2c(N3CCCCC3)nc3ccccn3c2=O)cc1,-3,8,-5,1,0,1,6,1,15
